Screening data (PubChem BioAssay)
All columns: NCI-60 one-dose screen, growth in % after 48 h at 10 µM unless noted; 100 = growth as untreated, 0 = no growth, -100 = all killed.
OVCAR-8 – OVCAR-8 ovarian cancer. hit rate 4.4% among 81,000. AID 1794782
PC-3 – PC-3 prostate cancer cells; AID 1794754; hit rate 3.9% among 80,000
SK-OV-3 – SK-OV-3 ovarian cancer cells | AID 1794785 | hit rate 3.2% among 80,000
OVCAR-3 – OVCAR-3 ovarian cancer; hit rate 7% among 79,000; AID 1794787
OVCAR-5 – OVCAR-5 ovarian cancer; hit rate 2.9% among 82,000
U251 – U251 CNS tumor cells; hit rate 5.4% among 80,000; AID 1794753
OVCAR-4 – OVCAR-4 ovarian cancer cells; hit rate 3.7% among 80,000; AID 1794784
DU-145 – DU-145 prostate cancer; hit rate 4.2% among 81,000; AID 1794760
SF-268 – SF-268 CNS cancer cells; hit rate 3.1% among 82,000; AID 1794759
* hit, by the source's call; . = not tested or not shown; & = joins results of further samples; [ ] = dose if it differs, or a comment. Rule for the calls: active = growth percent below 10; inactive = the rest.

SMILES	OVCAR-8	PC-3	SK-OV-3	OVCAR-3	OVCAR-5	U251	OVCAR-4	DU-145	SF-268
Cn1ccnc1C(=O)/C=C/c1ccc(NC(=O)c2ccc(Cl)cc2)cc1	93.4	75.2	115.9	65.2	95.2	89.6	85.6	48.0	86.6
CCCCCCCCCCCCOC(=O)CCSCCC(=O)OCCCCCCCCCCCC	100.2	99.5	109.8	115.9	98.0	98.4	100.1	110.1	113.9
COc1cc(-c2nc3c(c(C)nn3-c3ccc(F)cc3)c(=O)[nH]2)cc(OC)c1OC	105.9	98.6	108.3	105.2	100.3	111.4	100.6	95.3	93.5
O=C(NNC(=O)c1cccc([N+](=O)[O-])c1)c1cccc([N+](=O)[O-])c1	110.1	97.0	96.4	113.7	100.8	102.4	98.7	106.6	97.3
CCCCN1C(=O)/C(=C\C(=O)c2cc3ccccc3oc2=O)c2ccccc21	67.3	83.3	110.3	34.3	96.7	88.2	83.9	85.8	87.5
CN1CCN(CCS(=O)(=O)Nc2cc(-c3ccc4ncnc(Nc5ccc(F)c(Cl)c5)c4c3)cnc2Cl)CC1	22.4	20.2	3.1*	-31.7*	16.0	16.5	32.3	14.8	40.8
Cn1c(=O)c2c(nc(Cc3ccccc3)n2CCO)n(C)c1=O	108.2	83.3	98.4	99.0	108.8	99.9	113.7	114.6	100.3
CCCCCNc1ncnc2c(C)[nH]nc12	96.5	81.3	97.9	91.5	91.8	102.0	72.8	103.3	102.5
COC(=O)C1(C(C)C(=O)c2ccc(Cl)cc2)NC(=S)NC(=O)C1C#N (stereo not given)	107.0	97.3	142.9	112.2	100.0	110.1	105.1	116.8	103.4
CS(=O)(=O)N1CCN(c2nc(-c3ccccc3)nc3nc(-c4ccccc4)oc23)CC1	106.7	111.2	112.9	119.3	106.2	107.7	120.6	114.1	105.0
CCN(CC)CCCC(C)Nc1c2ccc(C)cc2nc2ccc(OC)cc12 (stereo not given)	34.3	30.9	55.7	28.9	76.2	31.2	-6.2*	4.1*	39.4
O=C(NCc1ccccc1)/C(=C/c1ccccc1)NC(=O)c1ccccc1	97.1	88.5	102.3	116.9	123.1	93.4	115.0	110.5	100.1
COc1cc(-c2ccc(NC(=O)N3CC3C)c(OC)c2)ccc1NC(=O)N1CC1C (stereo not given)	100.6	95.5	104.4	104.7	116.9	96.8	.	99.5	101.4
Cc1ccc(-c2nc(NS(=O)(=O)c3ccc(C)cc3)nc(Cl)c2C#N)cc1	105.0	96.5	98.7	112.7	114.2	99.1	95.1	109.1	92.6
NNc1cc(C(F)(F)F)nc2ccc(Br)cc12	94.2	81.3	102.4	101.0	103.2	86.9	88.7	105.9	105.2
CC/C=C\C/C=C\C[C@H](O)C/C=C1/C(=O)C=C[C@@H]1C/C=C\CCCC(=O)O	-4.9*	30.1	108.9	7.8*	65.3	-27.9*	47.4	35.4	53.9
O=C(NCCNc1nccc(-c2c(-c3cccc(O)c3)nc3sccn23)n1)Nc1cccc(C(F)(F)F)c1	41.2	26.7	85.0	76.7	117.3	81.6	110.2	89.0	26.2
O=C(Oc1ccc(Br)cc1)c1ccccc1C(=O)c1ccccc1	102.8	83.1	106.1	93.2	104.6	96.3	.	97.6	97.3
NN1CC(=O)NC1=O	95.3	94.2	98.3	103.6	91.0	94.8	108.0	114.3	106.1
O=S(=O)(c1ccc(N/N=C\c2ccccc2)cc1)c1ccc(N/N=C/c2ccccc2)cc1	30.3	55.7	74.0	72.2	84.7	66.6	44.7	69.0	75.1
NC(=O)c1ccccc1NC(=O)c1ccccc1C(=O)O	93.1	73.7	104.8	129.0	105.9	102.2	90.6	116.0	125.3
Cc1nc(-c2cc3ccccc3oc2=O)ccc1C(=O)/C=C/c1ccccc1	103.2	107.7	115.7	107.8	103.3	97.6	101.0	107.7	100.4
CCN(CC)CCCNC	117.1	119.7	115.8	114.2	110.9	117.7	107.3	113.7	108.3
Nc1nccc(N2CCCCC2)n1	102.6	90.7	108.7	128.0	104.3	101.1	123.4	119.8	.
O=C(CC1(O)C(=O)Nc2ccc(Cl)cc21)c1cc2ccccc2oc1=O (stereo not given)	101.2	92.1	86.3	93.3	107.2	93.9	96.1	110.5	107.6
COc1cc2c3c(n(CCCNC4CCCC4)c(=O)c2cc1OC)-c1cc2c(cc1C3=O)OCO2	-70.2*	-84.7*	80.7	.	-81.3*	-87.9*	71.9	-78.5*	-42.7*
C#C[C@]1(O)CC[C@H]2[C@@H]3CC=C4c5sc(N=C(N)N)nc5CC[C@]4(C)[C@H]3CC[C@@]21C	10.1	0.3*	-57.2*	-44.2*	28.0	-14.9*	29.0	8.6*	-15.0*
Cc1ccc(C2(C(=O)O)CCCCC2)cc1	102.7	100.9	106.4	105.5	112.7	101.6	109.2	100.7	95.5
S=C(Nc1ccccn1)c1ccccn1	104.6	.	106.5	122.4	101.6	101.0	101.7	116.3	109.8
Cc1sc(NC(=O)c2ccccc2)c(C(c2cccs2)N2CCN(c3ccccc3)CC2)c1C (stereo not given)	94.3	86.4	103.0	69.4	95.9	.	64.8	104.9	85.0
O=C(CCCOc1ccc(Cl)cc1Cl)Nc1ncc(Cc2cccc(Cl)c2Cl)s1	102.2	105.0	97.3	119.1	97.8	92.8	88.3	105.9	100.8
Cc1ccc(S(=O)(=O)N(C)C2c3ccccc3Oc3ccccc32)cc1C	89.2	63.0	86.7	99.8	86.3	88.3	91.7	109.4	94.7
O=C(O)c1ccc2c(c1)nc(-c1ccccc1)n2C1CCCCC1	103.6	87.9	100.2	108.7	97.0	98.3	107.7	109.1	108.2
CCc1cccc(CC)c1N1CC(C(=O)O)CC1=O (stereo not given)	98.9	100.8	99.0	111.1	99.9	100.7	94.1	104.1	98.3
COc1cc2c(c(OC)c1OC)=NC(=O)/C(=C\c1sc(=O)[nH]c1O)C=2	99.8	102.5	98.5	99.4	98.2	95.9	115.1	107.7	100.9
O=C(O)c1cn(C2CC2)c2cc(N3CCN(C(=O)CCCN4C(=O)S/C(=C/c5ccc(Cl)cc5)C4=O)CC3)c(F)cc2c1=O	94.7	104.1	.	104.0	100.2	99.1	94.9	104.4	97.7
CCC1C2C(=O)N3CCC4(C(=C2C(=O)OC)Nc2ccccc24)C13 (stereo not given)	94.9	92.4	101.5	92.5	94.5	112.9	96.3	113.1	101.3
O=S(=O)(NCCCNc1nccc(-c2[nH]c(-c3ccccc3)nc2-c2ccc(F)c(O)c2)n1)c1ccc(F)cc1	87.4	71.5	131.8	123.2	143.4	101.5	99.3	77.0	87.7
CCOC(=O)c1cn(CCN2CCCCC2)c2nc(NCc3ccc(OC)c(OC)c3)nn2c1=O	100.0	88.5	103.7	101.5	102.5	97.7	104.0	106.1	94.9
COc1ccc(C(=O)N2NC(=O)/C(=C/c3cn(-c4ccccc4)nc3-c3ccccc3)N=C2c2ccccc2)cc1	104.9	95.3	107.2	114.7	110.9	91.2	100.6	108.5	98.2
C[C@]12O[C@H]1[C@H](O)c1c(cc(O)c3c1C(=O)c1cccc(O)c1-3)C2=O	98.1	87.3	97.9	105.8	105.7	97.6	92.4	110.7	107.4
CC1(C)O[C@@H]2[C@@H](CO[C@@]3(COS(N)(=O)=O)OC(C)(C)O[C@@H]23)O1	99.4	103.8	103.3	107.0	117.9	83.2	99.5	.	95.4
Oc1cccnc1I	103.1	87.2	97.5	107.1	106.4	101.5	104.6	110.5	105.6
CCCCN(CCCC)CC(O)c1cc2ccccc2c2cc(Br)ccc12 (stereo not given)	86.6	63.4	93.6	85.5	69.7	79.9	93.9	99.5	76.6
COc1ccc(-c2nn(-c3ccccc3)cc2-c2nc3ccccc3s2)cc1	77.8	96.1	82.6	111.3	114.7	77.8	91.6	109.9	82.5
O=C(O)C1(C(=O)O)CC=CC1	104.7	97.2	107.0	114.1	90.9	100.4	101.7	116.1	112.2
COC(=O)C(CCSc1ccccc1)C(=O)OC	119.0	99.0	109.8	101.5	77.1	111.6	101.0	111.1	99.4
Cc1ccc(-c2cc3nc(N(C)C)nc(-c4cccs4)n3n2)cc1	84.8	88.2	96.2	96.7	98.9	99.4	97.3	102.1	95.4
COC(=O)CSC1=C(C)C(=O)C(OC)=C(OC)C1=O	92.2	76.9	100.5	91.8	110.4	98.1	94.2	103.1	100.4
O=c1cc(Cl)c(=O)[nH][nH]1	100.9&96.7	96.0&99.8	111.1&103.7	114.0&94.8	108.4&107.3	96.7&102.8	100.4&114.6	107.9&97.4	100.7&98.1
O=C(/C=C/c1ccc(Cl)cc1)Oc1ccc(/C=C2\CCCCC2=O)cc1	97.0	97.1	109.5	93.6	109.2	95.0	87.2	106.2	93.3
CSc1nc(-c2ccc(Cl)cc2)c(C#N)c(=O)[nH]1	101.6	105.8	101.5	.	100.8	102.8	105.8	110.0	99.7
CCOc1ccc(-n2nc(C(=O)Nc3ccccc3)nc2-c2cc(OC)c(OC)c(OC)c2)cc1	61.6	44.9	51.0	43.2	84.1	36.1	59.5	89.6	76.5
CC1CCN(C2=NC(=O)/C(=C\c3ccccc3OCc3ccccc3)S2)CC1	82.2	54.8	96.1	91.4	97.3	59.6	63.8	85.7	80.8
CCCN=C1NC(=O)/C(=C/c2nc(-c3ccc(OC)cc3)n3ccccc23)S1	86.7	85.9	98.1	61.9	104.4	52.9	87.5	38.9	76.2
COc1cc(C2CC(=O)Nc3ncn(-c4ccc(F)cc4)c32)cc(OC)c1OC (stereo not given)	101.9	102.8	100.1	110.9	104.2	100.1	107.6	113.4	110.3
c1ccc(CSc2nnc(-c3ccc(-c4nc5ccccc5[nH]4)cc3)o2)cc1	73.3	93.1	109.7	83.2	86.0	89.4	45.8	112.1	105.4
Cc1cccc(NC(=O)N(C(C)C)C(C)C)c1	110.2	99.3	104.2	103.9	102.0	98.5	110.4	114.3	110.4
O=C1NN(C(=O)c2ccccc2)C(c2ccc(Cl)c(Cl)c2)=C/C1=C\c1ccccc1[N+](=O)[O-]	30.3[6.75 µM]	9.0*[6.75 µM]	37.1[6.75 µM]	15.9[6.75 µM]	-18.6*[6.75 µM]	14.7[6.75 µM]	12.2[6.75 µM]	25.3[6.75 µM]	49.0[6.75 µM]
CCOC(=O)Cc1cnc(N/N=C(\C)c2cc3ccccc3o2)s1	94.0	78.0	92.1	106.8	99.7	91.3	93.5	113.2	98.8
Next section:
SMILES	OVCAR-8	PC-3	SK-OV-3	OVCAR-3	OVCAR-5	U251	OVCAR-4	DU-145	SF-268
CN=c1scc(-c2ccccc2)n1NC(=O)Cn1nc(-c2ccccc2)ccc1=O	102.1	95.2	120.0	117.6	115.7	96.8	96.1	107.3	106.6
O=S(=O)(OCC(COS(=O)(=O)c1ccccc1)(OS(=O)(=O)c1ccccc1)OS(=O)(=O)c1ccccc1)c1ccccc1	.	94.4	104.7	111.5	100.7	.	97.7	115.8	109.1
O=C(Cn1c[n+](CC(=O)c2ccc(F)cc2F)c2ccccc21)Nc1cccc2cccnc12	98.5&95.1	93.7&77.5	94.3&89.1	101.8&74.2	94.1&88.4	102.3&93.0	93.6&65.2	100.8&91.5	100.2&75.6
Nc1nc(Nc2ccccc2SSc2ccccc2Nc2nc(N)nc(-c3cccc(Cl)c3)n2)nc(-c2cccc(Cl)c2)n1	90.7	83.9	132.7	96.2	97.5	78.5	119.9	97.0	99.9
c1ccc(NN(Cc2ccccn2)c2ccccc2)cc1	97.6	87.2	109.5	108.7	103.9	99.4	100.6	135.3	103.4
CCCCCNN	102.7	97.2	104.6	114.7	107.7	99.7	99.9	112.1	105.5
Nc1nc(N)c(N=Nc2ccc(C(=O)O)c(O)c2)c(=O)[nH]1	96.7	80.9	108.9	111.2	97.0	100.5	104.3	111.9	105.2
COc1cc2c(=O)ccn(-c3ccc([N+](=O)[O-])cc3)c2cc1OC	94.9	96.6	97.5	109.7	98.3	106.4	98.4	110.3	95.0
